# High-throughput results as filed in PubChem.
# HCMV antiviral = inhibitors of human cytomegalovirus | HFF cells, HCMV-luciferase reporter, 72 h; stronger effect = lower value | activity change, negative = inhibition, % at 57.5 µM | 4.5% of 410,000 active | AID 1259415; in the data active means activity change below about -60%; inconclusive means no clear call, values can overlap the other calls; inactive means above about -39%
#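 Two compound doses tested in HFFs infected with HCMV-luciferase, MOI 1 PFU/cell, 72 h at 37C. Lysate luminescence read with OneGlo; data normalized against buffer-only and 10uM Salinomycin inhibitor controls.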
# AMA1-RON2 inh = disrupts binding of P. falciparum AMA1 to RON2; AlphaScreen AMA1-biotinylated RON2 peptide binding; AID 720542; 0.2% of 360,000 active; Potency, µM (titrated, usually from 58.2 µM), inactives show top-dose activity change, negative = inhibition, usual class: inhibitors; active means well fitted inhibition curve with a large enough effect; inconclusive means small, poorly fitted or top-dose-only effect; inactive means no such curve, though single readings can be large or run the other way;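 further: potency means the concentration at half of the fitted maximal effect; 0% = vehicle wells and -100% = peptide control; nearly all actives have a fitted effect of over 45% in size; some results filed as inactive show a strong effect at the top dose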
#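 AMA1 (3D7) with his tag at 25 nM final met compounds first, then biotinylated RON2 peptide at 25 nM; detection used donor plus acceptor beads, 10 µg/mL apiece, read by AlphaScreen after 30 min at room temperature.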
# Active calls of the source: *; ? = inconclusive; [ ] = remark or other dose. Unless noted, on the % scale 0 is the no-effect control and ±100 the full control effect. The list is partial. The share of hits here may be higher or lower than overall.
# Screens in order – HCMV antiviral | AMA1-RON2 inh
1: COC(=O)C[C@H]1CC[C@H](NC(=O)c2cccc(F)c2)[C@@H](CO)O1
→ -10 | 1%
2: O=C(Nc1ccc(F)cc1)C(c1ccccc1)N1CCN(c2ccncc2)CC1 (stereo not drawn)
→ -17 | 4%
3: COc1ccc(C(=O)C[C@@H]2OC[C@H](C(C)C)N2S(=O)(=O)c2ccc(C)cc2)cc1OC
→ 23 | -4%
4: CCCCCNC(=O)C(c1cc2ccccc2o1)n1c(=O)c(-c2cc3ccccc3[nH]2)nc2ccccc21 (stereo not drawn)
→ 38 | 21%
5: COC(=O)[C@@]12C[C@@H](CC(=O)N3CCCC3)C(=O)N(Cc3ccco3)C1=CCC(C)(C)C2
→ -13 | 2%
6: COC(=O)C1=CN(c2ccc(F)cc2)C(N)=C(C#N)C1c1cccc(OC)c1OC (stereo not drawn)
→ 24 | -2%
7: Oc1ccc(Br)c(CN2CCN(c3ncc(Cc4ccccc4)cn3)CC2)c1
→ -14 | -22%
8: CCC(C)CN1C(=O)CSCC1(C)C(=O)Nc1c(C)cccc1C (stereo not drawn)
→ 1 | -5%
9: O=C(Nc1ccc(F)cc1)C(CCc1ccccc1)N1CCN(CC(=O)N2CCCC2)CC1 (stereo not drawn)
→ 16 | -4%
10: CCCc1c(-c2cccc(Cl)c2)ncn1Cc1cccc(-c2ccccc2)c1
→ -16 | -4%
11: CCCNC(=O)C[C@@H]1CC[C@@H]2[C@H](COC[C@H](O)CN2C(=O)c2cc(Cl)cc(Cl)c2)O1
→ -18 | -1%
12: CCC(C)CN1C(=O)CSCC1(C)C(=O)NCc1ccccc1 (stereo not drawn)
→ 40 | 4%
13: O=C(N[C@@H]1CC[C@@H](CCNS(=O)(=O)c2ccc(Cl)cc2)O[C@@H]1CO)c1cccnc1
→ 9 | 8%
14: O=C(C[C@H]1CC[C@H]2[C@@H](COC[C@@H](O)CN2S(=O)(=O)c2ccccc2)O1)N[C@@H]1CCN(Cc2ccccc2)C1
→ -5 | 1%
15: Cc1ccc2ccc(C(Nc3ccccc3)c3ccccc3)c(O)c2n1 (stereo not drawn)
→ -22 | 47%[activator]
16: O=C1c2c(-c3ccc(Br)cc3)noc2CCN1Cc1cn(Cc2ccccc2)nn1
→ -35 | 1%
17: O=C(NCc1ccccc1)C(c1ccncc1)n1c(=O)c(-c2ccco2)nc2ccccc21 (stereo not drawn)
→ 72 | 11%
18: O=c1c(-c2cccnc2)nc2ccccc2n1C(c1ccccn1)c1nc2ccccc2[nH]1 (stereo not drawn)
→ -31 | 46%[activator]
19: Cc1cccc(C)c1NC(=O)C(c1ccnc2ccccc12)N1CCN(C)CC1 (stereo not drawn)
→ 45 | 0%
20: CCOC(=O)/C=C/c1cc(F)ccc1O
→ 22 | 4%
21: COc1ccccc1C(CC(=O)c1ccccc1)C(=O)c1ccccc1 (stereo not drawn)
→ -17 | 2%
22: COc1ccc(N2CCN(C(=O)C(=O)c3cc(OC)c(OC)c(OC)c3)CC2)cc1
→ -7 | -28%
23: Cc1ccc(OCc2nc3ccccc3n2C(C(=O)NC(C)(C)C)c2ccccc2)cc1 (stereo not drawn)
→ -24 | 0%
24: Cc1cccc(C)c1NC(=O)C1(C)CN(S(C)(=O)=O)CC(=O)N1C1CC1 (stereo not drawn)
→ 3 | -4%
25: COc1ccc(NC(=O)C(c2ccccc2)n2c(=O)c(-c3ccco3)nc3ccccc32)cc1 (stereo not drawn)
→ 48 | -20%
26: CCc1c(C2CC2)ncn1Cc1cccc(-c2ccccc2)c1
→ -99* | -4%
27: c1ccc(N2[C@@H]3c4ccccc4C[C@H]2c2ccccc23)cc1
→ -36 | ?
28: Cc1ccc(N2CCN(C(=O)C(=O)c3ccc4c(c3)OCO4)CC2)cc1
→ -37 | 3%
29: Cc1cccc(C)c1NC(=O)C(c1ccccc1OC(F)(F)F)N1CCN(C)CC1 (stereo not drawn)
→ -62* | 2%
30: COc1ccc(C2=Nc3ccccc3N(C(=O)c3cnccn3)C2C(=O)NC2CCCC2)cc1 (stereo not drawn)
→ 59 | 2%
31: COC(=O)[C@H](NC(=O)c1cc(-c2ccccc2)sc1N)C(C)C
→ 13 | 14%
32: Cc1nnsc1-c1nc2ccccc2n1C(CCc1ccccc1)c1nc2ccccc2[nH]1 (stereo not drawn)
→ -5 | -12%
33: COCCCNC(=O)C[C@@H]1C[C@@]2(C(=O)OC)CC(C)(C)CC=C2N(Cc2cccc3ccccc23)C1=O
→ -16 | -8%
34: O=C(NCc1ccccc1)C(c1ccccc1)n1c(C2CC2)nc2ccccc21 (stereo not drawn)
→ 30 | -13%
35: CC(C)(C)NC(=O)C1C(c2ccccc2)=Nc2ccccc2N1C(=O)c1ccc(C(F)(F)F)cc1 (stereo not drawn)
→ 12 | 5%
36: O=c1c2cc3ccccc3nc2ncn1CCc1ccc(Cl)cc1
→ 11 | -3%
37: C#CCNC(=O)C[C@@H]1C[C@@]2(C(=O)OCC)CCCC=C2N(CCC2=CCCCC2)C1=O
→ -5 | -5%
38: Cc1ccc(S(=O)(=O)C[C@@H]2OC[C@H](Cc3ccccc3)N2S(=O)(=O)c2ccc(C)cc2)cc1
→ -61* | -13%
39: CC(C)NC(=O)C1(C)CN(S(C)(=O)=O)CC(=O)N1Cc1ccc2c(c1)OCO2 (stereo not drawn)
→ -18 | -5%
40: Cc1ccc(S(=O)(=O)N2c3ccccc3OC(C(=O)OC(C)(C)C)(C(=O)OC(C)(C)C)C2CC(=O)c2ccccc2)cc1 (stereo not drawn)
→ -23 | ?
41: CSCCC(C(=O)Nc1c(C)cccc1C)n1c(COc2ccc(C)cc2)nc2ccccc21 (stereo not drawn)
→ 4 | -25%
42: CC(C)(C)NC(=O)C(c1cc2ccccc2o1)n1c(=O)c(-c2cc3ccccc3[nH]2)nc2ccccc21 (stereo not drawn)
→ 46 | 60%[activator]
43: CC(C)CCN1C(=O)CSCC1(C)C(=O)NC(C)C (stereo not drawn)
→ 33 | 1%
44: CC(=O)N1CCC(C(=O)N2c3ccccc3N=C(c3ccc(C(F)(F)F)cc3)C2C(=O)NC(C)(C)C)CC1 (stereo not drawn)
→ 42 | 6%
45: O=C(C(=O)N1CCC(Cc2ccccc2)CC1)c1ccccc1Br
→ -63* | -11%
46: COC(=O)C[C@H]1C=C[C@H](NC(=O)c2cccc(F)c2)[C@@H](CO)O1
→ 6 | 38%[activator]
47: CCCCNC(=O)C(NC(=O)Cc1cc(OC)cc(OC)c1)C(=O)c1ccccc1 (stereo not drawn)
→ ? | -1%
48: CC(C)(C)NC(=O)C(CCc1ccccc1)n1c(=O)c(-c2cc3ccccc3[nH]2)nc2ccccc21 (stereo not drawn)
→ 11 | 56%[activator]
49: O=C1Nc2ccccc2-n2nnnc2C1N1CCN(CCN2CCOCC2)CC1 (stereo not drawn)
→ 39 | 37%[activator]
50: COc1ccc(C(=O)C[C@@H]2OC[C@H](Cc3ccccc3)N2S(=O)(=O)c2ccc(C)cc2)cc1OC
→ 53 | 0%
51: CC(C)[C@@H](NC(=O)OC(C)(C)C)c1cc(C(=O)c2c(-c3ccccc3)[nH]c3ccccc23)c(N)s1
→ -9 | 38%
52: O=C(C(=O)N1CCN(c2ccccc2)CC1)c1ccco1
→ -35 | -4%
53: Cc1ccc(S(=O)(=O)N2[C@H](CC(=O)c3ccc(F)cc3)OC[C@@H]2C(C)C)cc1
→ -4 | 5%
54: CCC(C(=O)NC1CCCC1)n1c(C2CCCC2)nc2ccccc21 (stereo not drawn)
→ -21 | -10%
55: O=C(O)C1=CCC(c2ccc(Cl)c(Cl)c2)N(S(=O)(=O)c2ccc(F)cc2)C1c1cccc(F)c1 (stereo not drawn)
→ -19 | 3%
56: O=C(C[C@H]1C=C[C@@H](NC(=O)Cc2cccnc2)[C@@H](CO)O1)NCc1ccc2c(c1)OCO2
→ -15 | 2%
57: CC1(C(=O)NCc2ccccc2)CN(S(C)(=O)=O)CC(=O)N1CCc1ccc(O)cc1 (stereo not drawn)
→ -9 | -4%
58: CO[C@@H]1CN(C)C(=O)c2ccc(NC(=O)C3CCCC3)cc2OC[C@@H](C)N(Cc2ccc(F)cc2)C[C@H]1C
→ -63* | 2%
59: C[C@H](NC(=O)C[C@@H]1C=C[C@@H](NC(=O)CN2CCOCC2)[C@@H](CO)O1)c1ccccc1
→ -14 | 1%
60: Cc1csc(-c2nc3ccccc3n2C(C(=O)NC(C)(C)C)c2cc3ccccc3o2)c1 (stereo not drawn)
→ 126 | 45%[activator]

# The list goes on:
# Screens in order – HCMV antiviral | AMA1-RON2 inh
61: COc1ccc(C2=Nc3ccccc3N(C(=O)c3ccc(C(F)(F)F)cc3)C2C(=O)Nc2c(C)cccc2C)cc1 (stereo not drawn)
→ ? | -8%
62: COc1cccc(Cn2c(C(C)n3c(-c4cnccn4)nc4ccccc43)nc3ccccc32)c1 (stereo not drawn)
→ 13 | -12%
63: O=C(NCc1ccccc1)C1C(c2ccc3c(c2)OCO3)=Nc2ccccc2N1C(=O)c1cccc2ccccc12 (stereo not drawn)
→ 19 | -6%
64: CC(C)c1cc(Cn2c3ccccc3c(=O)n2C(C)Cn2cc(CCCC#N)nn2)on1 (stereo not drawn)
→ 15 | 3%
65: CCCCNC(=O)C1C(c2ccc(OC)cc2)=Nc2ccccc2N1C(=O)c1ccc2ncccc2c1 (stereo not drawn)
→ ? | -18%
66: O=c1[nH]nc2c3ccccc3occ1-2
→ 28 | -11%
67: CCCCCNC(=O)C(c1ccc(-c2ccccc2)cc1)n1c(=O)c(-c2ccccc2)nc2ccccc21 (stereo not drawn)
→ -32 | -2%
68: CC(C)(C)N1C(=O)c2ccccc2NC(=O)C1C(=O)NCCOc1ccccc1 (stereo not drawn)
→ 53 | 2%
69: O=C(CC1CC1)N[C@@H]1CC[C@@H](CCNS(=O)(=O)c2ccc(F)cc2)O[C@@H]1CO
→ -16 | -5%
70: COC(=O)[C@@]12C[C@@H](CC(=O)NCc3cccc(C(F)(F)F)c3)C(=O)N(Cc3ccc4c(c3)OCO4)C1=CCC(C)(C)C2
→ -30 | -20%
71: COC(=O)C[C@H]1C=C[C@H](NC(=O)c2ccc(F)cc2)[C@@H](CO)O1
→ 22 | 0%
72: CC(=O)CC1N(S(=O)(=O)c2ccc(C)cc2)c2ccccc2N1S(=O)(=O)c1ccc(C)cc1
→ -10 | 3%
73: O=C(NCc1ccccc1)C1C(=O)Nc2ccccc2C(=O)N1Cc1ccccc1 (stereo not drawn)
→ -12 | 0%
74: COc1ccc(C(C(=O)NC(C)(C)C)n2c(-c3ccc(-c4ccccc4)cc3)nc3ccccc32)cc1 (stereo not drawn)
→ 30 | 0%

# 3 entries already listed, sorted by SMILES length, ascending.
# Screens in order – HCMV antiviral | AMA1-RON2 inh
68: CC(C)(C)N1C(=O)c2ccccc2NC(=O)C1C(=O)NCCOc1ccccc1 (stereo not drawn)
→ 53 | 2%
65: CCCCNC(=O)C1C(c2ccc(OC)cc2)=Nc2ccccc2N1C(=O)c1ccc2ncccc2c1 (stereo not drawn)
→ ? | -18%
63: O=C(NCc1ccccc1)C1C(c2ccc3c(c2)OCO3)=Nc2ccccc2N1C(=O)c1cccc2ccccc12 (stereo not drawn)
→ 19 | -6%

# Of the compounds above, 10 contain a tert-butyl group.
# Screens in order – HCMV antiviral | AMA1-RON2 inh
23: Cc1ccc(OCc2nc3ccccc3n2C(C(=O)NC(C)(C)C)c2ccccc2)cc1 (stereo not drawn)
→ -24 | 0%
35: CC(C)(C)NC(=O)C1C(c2ccccc2)=Nc2ccccc2N1C(=O)c1ccc(C(F)(F)F)cc1 (stereo not drawn)
→ 12 | 5%
40: Cc1ccc(S(=O)(=O)N2c3ccccc3OC(C(=O)OC(C)(C)C)(C(=O)OC(C)(C)C)C2CC(=O)c2ccccc2)cc1 (stereo not drawn)
→ -23 | ?
42: CC(C)(C)NC(=O)C(c1cc2ccccc2o1)n1c(=O)c(-c2cc3ccccc3[nH]2)nc2ccccc21 (stereo not drawn)
→ 46 | 60%[activator]
44: CC(=O)N1CCC(C(=O)N2c3ccccc3N=C(c3ccc(C(F)(F)F)cc3)C2C(=O)NC(C)(C)C)CC1 (stereo not drawn)
→ 42 | 6%
48: CC(C)(C)NC(=O)C(CCc1ccccc1)n1c(=O)c(-c2cc3ccccc3[nH]2)nc2ccccc21 (stereo not drawn)
→ 11 | 56%[activator]
51: CC(C)[C@@H](NC(=O)OC(C)(C)C)c1cc(C(=O)c2c(-c3ccccc3)[nH]c3ccccc23)c(N)s1
→ -9 | 38%
60: Cc1csc(-c2nc3ccccc3n2C(C(=O)NC(C)(C)C)c2cc3ccccc3o2)c1 (stereo not drawn)
→ 126 | 45%[activator]
68: CC(C)(C)N1C(=O)c2ccccc2NC(=O)C1C(=O)NCCOc1ccccc1 (stereo not drawn)
→ 53 | 2%
74: COc1ccc(C(C(=O)NC(C)(C)C)n2c(-c3ccc(-c4ccccc4)cc3)nc3ccccc32)cc1 (stereo not drawn)
→ 30 | 0%
